Screens as filed in PubChem.
Salmonella PhoP GFP – inhibitors of PhoP regulon expression, primary screen, Salmonella Typhimurium, GFP reporter (AID 1863); inhibition, % at 50 µM, or IC50 in µM where a hit was titrated; S. Typhimurium PhoP-regulated promoter GFP reporter, 4 h; higher % means a stronger effect; 0.16% of 300,000 active;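 active = inhibition over 29.93%, a cutoff 3 SD above the screen mean, later confirmed by dose response; inconclusive = inhibition over 29.93% but no dose response follow-up; inactive = inhibition at most 29.93% or unconfirmed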;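 note: 0% = low Mg2+ inducing control and 100% = high Mg2+ repressing control; strong numbers were not always called active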
Myeloid diff MLP – myeloid differentiation induction; ER-HoxA9 myeloid progenitors, lysozyme-GFP differentiation, flow cytometry; calls only at 10 µM; 1% of 360,000 active;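 active = normalized GFP-positive differentiation at or above the plate's own cutoff, the solvent-only control mean plus 3 SD; inconclusive = no clear call, values can overlap the other calls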;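 note: cells exposed to compound for four days before flow analysis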
SV40 large T antigen – TAg ATPase/helicase activity blockers – biochemical (AID 1903). 0.39% of 310,000 active. SV40 large T antigen ATPase/helicase inhibition assay; higher % means a stronger effect. inhibition, % at 20 µM, or IC50 in µM where a hit was titrated; in the data active = a potency from the dose series; inconclusive = inhibition mostly from about 32% at the one dose, without a potency; inactive = the rest, 99 in 100 with inhibition below about 32%; note: strong numbers were not always called active
RSV CPE inhibition – RSV antiviral activity via CPE protection, HEp-2 cells, primary 10 µM value included (AID 2391); 0.13% of 310,000 active; HEp-2 cells, RSV-induced CPE inhibition; higher % means a stronger effect; CPE inhibition, % at 10 µM, or IC50 in µM where a hit was titrated; in the data active = a potency from the dose series; inconclusive = CPE inhibition mostly from about 23% at the one dose, without a potency; inactive = the rest, 99 in 100 with CPE inhibition below about 21%; note: strong numbers were not always called active
Rac1 GTP hydrolysis – MgcRacGAP GTPase-activating activity inhibitors, confirmation, biochemical, ADP Hunter fluorescence. MgcRacGAP-stimulated Rac1 GTP hydrolysis, ADP Hunter fluorescence; higher % means a stronger effect; GST-tagged Rac1 F28L mutant substrate. one-dose inhibition, % at 30 µM; IC50 in µM for titrated hits. 0.6% of 340,000 active. AID 624330;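 active = first-screen hits whose inhibition reached a set limit at any dose in the follow-up dose series; inconclusive = inhibition above the set first-screen limit but never retested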;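 note: fluorescence reports GDP produced by GAP-driven GTP hydrolysis; strong numbers were not always called active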
TNAP activation fold – stimulation of alkaline phosphatase TNAP activity – biochemical, luminescent, no phosphate acceptor, uHTS, primary screen (AID 1001). activation fold at 20 µM; hits with a dose series show EC50 in µM. 0.03% of 200,000 active. purified TNAP, luminescent activation assay, no phosphate acceptor; higher activation fold means a stronger effect; in the data active = activation fold from about 3, or a potency from the dose series; inactive = the rest, 99 in 100 with activation fold below about 1.6; note: many of its hits are not listed in these tables
T cell HTS – T cell immune modulation candidate. calls only at 7 µM. 2C CD8+ T cell-vesicle binding, flow cytometry; hits give low values. AID 2052. 0.068% of 330,000 active;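 active = response, share of CD8 T cells binding vesicles, and their 90th percentile fluorescence all below set limits, cut at about 80% in these data, passing the limit was not always enough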
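incubation = binding step 1.5 h, 37 °C, antibody labelling 20 min, ice | test system = 2C mouse CD8+ T cells | read-out basis = percent CD8+ FL2 mean versus row control | controls = Peptide-free naked vesicles (low) and QL9 vesicles with 0.7% DMSO vehicle (high) | detection = flow cytometry of vesicle-bound cells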
UTI89 phage lysis – protection from phage-mediated lysis, alamar blue read-out – E. coli UTI89, K1F phage, bacterial capsule biogenesis inhibitors (AID 488966); E. coli UTI89 K1F phage lysis, alamar blue, 2 h; higher % means a stronger effect; one-dose inhibition, % at 100 µM; IC50 in µM for titrated hits; 0.02% of 340,000 active;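 active = phage lysis inhibition, versus mean bacterial control, above a set limit; inconclusive = no clear call, values can overlap the other calls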;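 note: capsule biogenesis inhibitors block K1F phage lysis so surviving cells raise fluorescence; higher fluorescence means more inhibition of phage lysis; actives were called in the ten point dose series up to 300 µM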
NTR1 ag – agonists of NTR1, primary screen, imaging, U2OS cells, beta-arrestin-GFP, high content (AID 493036); NTR1-U2OS beta-arrestin-GFP spot imaging, agonist mode; activation, % at 20 µM; 0.17% of 330,000 active;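 active = activation at or above 40% of the spot to cytoplasm intensity ratio, with at least 20 cells analyzed; inconclusive = wells under 20 cells, flagged as cytotoxic or low count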;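 note: 0% = DMSO without peptide and 100% = 100 nM NTR1 peptide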
Target sequence (P30989 whole entry, looked up): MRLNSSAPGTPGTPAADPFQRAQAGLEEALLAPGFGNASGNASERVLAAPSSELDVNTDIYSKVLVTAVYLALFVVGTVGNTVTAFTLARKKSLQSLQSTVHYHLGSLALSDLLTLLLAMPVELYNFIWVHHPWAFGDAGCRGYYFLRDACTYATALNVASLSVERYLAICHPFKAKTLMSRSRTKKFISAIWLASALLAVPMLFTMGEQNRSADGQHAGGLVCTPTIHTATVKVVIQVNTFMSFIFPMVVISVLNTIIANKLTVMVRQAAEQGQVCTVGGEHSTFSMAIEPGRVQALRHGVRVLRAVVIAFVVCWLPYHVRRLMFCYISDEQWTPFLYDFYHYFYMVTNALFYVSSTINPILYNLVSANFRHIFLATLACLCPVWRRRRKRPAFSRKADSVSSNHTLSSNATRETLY
T cell HTS vesicle-bound % – second read-out of T cell HTS, no call of its own (marks repeat the call); double positive events, %; measured here: CD8+ vesicle-bound cell fraction;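 binding gate set so that unloaded-vesicle control wells show 10% double positive cells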
NTR1 ag cell count 20 µM – second read-out of NTR1 ag, no call of its own (marks repeat the call); cell count; measured here: cell count, cytotoxicity flag
Myeloid diff MLP GFP+ MAC1+ % – also measured in Myeloid diff MLP; calls as there; GFP+ MAC1+ double positive, %; measured here: differentiation confirmed by MAC1 staining
An asterisk follows results filed as active; i = inactive; u = inconclusive; x = not tested or not shown; [ ] = dose if it differs, or a comment.

Values run as follows: TNAP activation fold	Salmonella PhoP GFP	T cell HTS	Rac1 GTP hydrolysis	NTR1 ag cell count 20 µM	Myeloid diff MLP	Myeloid diff MLP GFP+ MAC1+ %	RSV CPE inhibition	T cell HTS vesicle-bound %	NTR1 ag	UTI89 phage lysis	SV40 large T antigen
COc1ccc(/C=N/NC(=O)c2[nH]c3ccc(C)cc3c2-c2ccccc2)c(C(=O)O)c1OC
    x	6%	i	6%	x	i	0.1	0.2%	27	x	0.3%	8%
O=C(CSc1nnc2c(n1)[nH]c1ccc(F)cc12)OCc1ccccc1
    1.1	0%	i	6%	77	i	1.0	13%	23	2.9	0.3%	16%
O=C(NCC(=O)N(Cc1cccs1)C(C(=O)NC1CCCCC1)c1ccco1)c1cccs1 (centres undefined)
    1.1	6%	i	4%	85	i	0.9	-1.6%	54	0.4	-1.1%	10%
O=C1OCc2ccc(NC(=O)c3sccc3Cl)cc21
    x	-5%	i	15%	41	i	0.6	-0.6%	17	2.4	-0.8%	-4%
COc1ccc(-c2nn(-c3ccccc3)cc2C(=O)n2nnc3ccccc32)cc1
    1.1	6%	i	7%	55	i	0.5	7.1%	65	7.2	1.7%	6%
O=C(Cn1cc2c(n1)CCCC2)N1CCc2ccccc21
    1	7%	i	1%	50	i	1.3	0.1%	65	-2.1	-0.3%	2%
CN(C)Cc1ccc(F)cc1Sc1ccc(Cl)cc1Cl
    1.1	26%	i	3%	89	i	1.0	2.3%	13	6.3	-1.3%[50 µM]	3%
Cc1ccc(S(=O)(=O)N2CCOCC2)cc1C(=O)NCc1ccccc1CN1CCCC1
    x	x	i	2%	67	i	0.9	0.8%	38	0.7	1.9%[50 µM]	x
Cn1c(=O)c2c(nc(Sc3nc4ccccc4n3CC(=O)N3CCCCC3)n2C)n(C)c1=O
    1.1	-6%	i	7%	44	i	1.2	-1.3%	5	0.0	0.8%	7%
CC(=O)c1ccc(Nc2ccc([N+](=O)[O-])c3nonc23)cc1
    x	-7%	i	5%	70	i	0.8	5.7%	45	0.5	-0.3%	14%
O=C(O)CN(c1ccccc1)S(=O)(=O)c1cc(C(F)(F)F)cc(C(F)(F)F)c1
    1.1	6%	i	9%	83	i	0.2	0.2%	57	0.8	0.1%	4%
Cc1ccc(-c2csc(C3=C(O)CN(NC(=O)c4ccc([N+](=O)[O-])cc4)C3=N)n2)cc1
    1.1	4%	i	5%	38	i	0.4	5.5%	46	0.4	-0.7%	8%
CC1CN(CC(=O)Nc2cc(S(=O)(=O)N3CCCC3)ccc2Cl)CC(C)O1 (centres undefined)
    1.1	0%	i	7%	52	i	0.5	4.0%	45	0.7	-1.6%[50 µM]	6%
CCOC(=O)/C(=N\Nc1ccc(Br)cc1)N1CC(C)OC(C)C1 (centres undefined)
    x	x	i	-13%	55	i	0.2	1.8%	37	3.5	0.9%	34%
Cc1ccc2oc(C(=O)N(Cc3nccn3C)C(C)C)c(C)c2c1
    x	-6%	i	9%	64	i	3.8	1.1%	14	0.5	9.7%	x
CCOc1ccc(CCn2c(-c3ccco3)nc3ccccc3c2=O)cc1OCC
    1.2	0%	i	7%	94	i	0.6	17%	34	11	0.5%	-2%
CC1CCN(C(=O)COC(=O)/C=C/c2ccco2)CC1
    x	x	i	8%	58	i	0.8	x	34	1.5	-0.2%[50 µM]	x
O=C(NC1CCCCC1)NC1C2CC3CC(C2)CC1C3 (centres undefined)
    x	-9%	i	4%	52	i	0.4	0.6%	4	0.3	1.5%[50 µM]	12%
COC(=O)c1cc2c(=O)c3ccccc3oc2nc1C
    x	15%	i	x	x	i	0.3	0.7%	60	x	1.7%[50 µM]	4%
CCN(CC)S(=O)(=O)c1ccc(NC(=O)CSc2nnc(-c3ccc(F)cc3)o2)cc1
    1.2	5%	i	2%	47	i	2.8	2.6%	39	1.1	4.1%	18%
O=[N+]([O-])c1ccc2nc(-c3ccncc3)[nH]c2c1
    x	-13%	i	13%	48	i	1.2	1.2%	25	0.6	1.0%	11%
COc1ccc(C2CC3(CC(C)(C)NC(=S)N3)Oc3cc(O)cc(C)c32)cc1 (centres undefined)
    1	8%	i	11%	58	i	0.4	14%	3	0.6	1.0%[50 µM]	16%
O=C(OCc1nc2ccccc2s1)c1ccc([N+](=O)[O-])o1
    x	5%	i	2%	40	u	x	1.7%	11	-2.6	-0.3%	3%
CCOc1ccccc1N1CCN(C(=O)CSc2ccc3c(c2)OCCO3)CC1
    x	x	i	5%	70	i	0.6	1.5%	31	-0.3	0.3%[50 µM]	x
CC(C)c1c(C(=O)N/N=C/C=C/c2ccccc2)nnn1-c1nonc1N
    x	1%	i	16%	74	i	2.2	u	10	3.1	0.4%	4%
COCCOC(=O)CSc1ncccc1-c1nc2cc(C)c(C)cc2[nH]1
    1.1	2%	i	3%	71	i	0.3	0.5%	32	0.9	0.2%	8%
CC(=O)OCc1c(C(F)(F)F)nn(C)c1Oc1cccc(C(F)(F)F)c1
    1	8%	i	5%	88	i	0.8	2.3%	26	-3.4	0.3%	15%
CCOc1ccc(N/C=C/C(=O)c2ccccc2)c([N+](=O)[O-])c1
    0.9	13%	i	4%	84	i	0.3	2.6%	12	1.7	1.1%[50 µM]	28%
O=C(NCC1CCCN(C(=O)c2cc(Cl)ccc2F)C1)c1ccc(F)cc1 (centres undefined)
    x	10%	i	-6%	58	i	1.1	4.8%	38	0.2	-0.3%	2%
COCC(=O)N(Cc1cc2cc(OC)ccc2[nH]c1=O)c1ccccc1OC
    1.1	1%	i	5%	31	i	2.3	2.1%	22	0.0	-0.6%	18%

Three entries already listed, sorted by molar mass, lowest first:
Values run as follows: TNAP activation fold	Salmonella PhoP GFP	T cell HTS	Rac1 GTP hydrolysis	NTR1 ag cell count 20 µM	Myeloid diff MLP	Myeloid diff MLP GFP+ MAC1+ %	RSV CPE inhibition	T cell HTS vesicle-bound %	NTR1 ag	UTI89 phage lysis	SV40 large T antigen
Cc1ccc2oc(C(=O)N(Cc3nccn3C)C(C)C)c(C)c2c1
    x	-6%	i	9%	64	i	3.8	1.1%	14	0.5	9.7%	x
O=C(CSc1nnc2c(n1)[nH]c1ccc(F)cc12)OCc1ccccc1
    1.1	0%	i	6%	77	i	1.0	13%	23	2.9	0.3%	16%
CCOC(=O)/C(=N\Nc1ccc(Br)cc1)N1CC(C)OC(C)C1 (centres undefined)
    x	x	i	-13%	55	i	0.2	1.8%	37	3.5	0.9%	34%

Following part
Values run as follows: TNAP activation fold	Salmonella PhoP GFP	T cell HTS	Rac1 GTP hydrolysis	NTR1 ag cell count 20 µM	Myeloid diff MLP	Myeloid diff MLP GFP+ MAC1+ %	RSV CPE inhibition	T cell HTS vesicle-bound %	NTR1 ag	UTI89 phage lysis	SV40 large T antigen
CNS(=O)(=O)c1ccc(OC)c(-c2nnc3c4ccccc4c(C)nn23)c1
    1.1	-2%	i	8%	44	i	1.2	26µM*	57	0.7	0.3%	7%
O=C(Cc1ccccc1)NC(=S)Nc1cc(C(F)(F)F)ccc1Cl
    0.9	10%	i	7%	50	i	0.8	-0.3%	40	8.2	0.2%	3%
C=CCn1c(=O)c(C(=O)Nc2ccccc2C(=O)OCC)c(O)c2ccccc21
    1	1%	i	2%	65	i	1.8	13%	48	11	0.6%	2%
COc1ccc(S(=O)(=O)N2CCC(C(=O)NCc3cccs3)CC2)cc1
    1.1	-7%	i	8%	58	i	0.4	0.3%	31	1.3	0.5%	-1%
C=CCn1cccc(C(=O)Nc2ccc(C)cc2)c1=O
    x	-6%	i	7%	115	i	0.3	u	46	1.0	0.0%	4%
CN(C)C(=O)CSc1nnc(CCN)o1
    1.1	-6%	i	7%	82	i	1.6	1.9%	35	-0.7	2.0%	4%
COc1cc(CN2CCC(C(=O)N3CCCC(C)C3)CC2)cc(OC)c1O (centres undefined)
    1	-15%	i	27%	50	i	6.6	-1.6%	34	0.7	0.1%	2%
c1ccc2c(c1)Nc1cc3ccccc3cc1S2
    x	-3%	i	15%	45	i	0.6	4.9%	35	0.7	-1.1%	11%
CC1=NN(Cc2c(C)nn(Cc3ccccc3)c2C)C(C)(C)C1
    1.1	4%	i	9%	63	i	0.5	0.8%	54	0.7	0.2%	4%
O=C(N/N=C/c1ccc([N+](=O)[O-])cc1)c1cc(-c2ccc3c(c2)OCO3)n[nH]1
    x	-12%	i	-7%	50	i	0.5	0.9%	11	0.1	-0.5%	-2%
C=CCNC(=S)Nc1sc2c(c1C#N)CCCC2
    1.1	-3%	i	15%	50	i	0.1	-2.6%	49	1.5	0.0%	11%
CCC(Cc1ccccc1)NC(=O)Cn1ncc2ccsc2c1=O (centres undefined)
    1.1	-1%	i	3%	85	i	0.1	1.5%	60	0.9	0.2%	15%
